MCF10A rerep – inducers of DNA re-replication in MCF 10A breast cells; MCF 10A DNA re-replication, Hoechst nuclear intensity, 48 h; Potency, µM (top dose mostly 46.1 µM), inactives show at the highest dose activity, positive = re-replication, most hits filed as activators; 350,000 tested, 2.9% active; also: % of control where 0% means no effect; nearly all actives have a fitted effect of over 50% in size
ATXN2 expr inh – ATXN2 expression inhibition | HEK-293 ATXN2-luciferase reporter, luminescence, 24 h | Potency, µM (highest dose often 57 µM), without a hit: at the highest dose activity change, negative = inhibition, most hits filed as inhibitors | 360,000 tested, 0.72% active; also: % is scaled to controls: 0 for no effect and ±100 for the full control effect; nearly all actives have a fitted effect of over 55% in size
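qHTS (up to 57 uM final) was run with 24 h compound exposure of reporter cells at 37 °C. Each well was multiplexed: SteadyGlo luminescence measured ATXN2-luciferase expression after a fluorogenic Gly-Phe-AFC viability readout (25 uM final).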
Nrf2 activator – activators of Nrf2 (ARE) signaling; AID 624171; Potency, µM (titrated, usually from 46.1 µM), without a hit: at the highest dose activation, hits mostly activators; 410,000 tested, 0.31% active; AREc32 ARE-luciferase reporter (MCF7-derived line), luminescence, 24 h; also: % of control where 0% means no effect; nearly all actives have a fitted effect of over 65% in size
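AREc32_Fluc, 1000 cells/well, OPTI-MEM + 5% FBS, o/n 37 deg C 5% CO2; 23 nL cpd by pin tool, 24 hr; Steady-Glo 30 min RT, luminescence.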
A549 viability – kills or reduces viability of A549 cells in Nrf2 counter-screen; A549 ARE-Fluc cells, CellTiter-Fluor viability, 18-24 h; Potency, µM (highest dose often 46 µM), without a hit: top-dose activity change, negative = cytotoxicity, usual class: inhibitors; 390,000 tested, 0.16% active; also: % is scaled to controls: 0 for no effect and ±100 for the full control effect
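Cytotoxicity counterscreen: CellTiter-Fluor fluorescence was measured in A549 ARE_Fluc cells after 18-24 h of compound exposure in a concentration series. The subsequent BugLite luminescent read reports ARE-luciferase activity.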
Nrf2 inh – blocks Nrf2 signaling | 360,000 tested, 2.1% active | Potency, µM (highest dose often 46 µM), without a hit: at the highest dose activity change, negative = inhibition, hits mostly inhibitors | AID 504444 | A549 ARE-Fluc reporter, luciferase luminescence, 18-24 h; also: % is scaled to controls: 0 for no effect and ±100 for the full control effect; nearly all actives have a fitted effect of over 60% in size
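Nrf2 activity is the BugLite luminescence, read 15 min after reagent at room temperature, following CellTiter-Fluor cytotoxicity readout (30 min, 37C). Compound titrations were applied for 18-24 h to 5000 A549 ARE_Fluc cells/well in 5% FBS OPTI-MEM.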
S2 tox – viability counter-screen for ATXN expression inhibitors; S2 cells (HEK-293 line with an ATXN2-luciferase reporter) viability, CellTiter-Fluor protease fluorescence, 24 h; Potency, µM (titrated, usually from 56.7 µM), actives largely listed as cytotoxic; 400,000 tested, 0.49% active; AID 651635; also: nearly all actives have a fitted effect of over 40% in size
TGFb SMAD3 inh – TGF-b pathway inhibition. HepG2 CAGA-GFP TGF-b/SMAD3 reporter, GFP fluorescence, 18 h; TGF-beta stimulated, 500 pg/mL final. Potency, µM (highest dose often 46.1 µM), inactives show at the top dose activity, negative = inhibition, hits mostly inhibitors. 410,000 tested, 1.2% active. AID 588855; also: % is scaled to controls: 0 for no effect and ±100 for the full control effect; nearly all actives have a fitted effect of over 65% in size
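Read-out: total well GFP (ex488/em500-530) summed from mean per-cell fluorescence. Cells: HEPG2 CAGA-GFP, 1% FBS DMEM, 18 h at 37 degrees C with 500 pg/mL final TGF-beta. Unstimulated wells served as the full-inhibition control; stimulated DMSO wells = 0%.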
HepG2 viability – kills HepG2 cells in TGF-b inhibitor counter-screen. 410,000 tested, 0.76% active. HepG2 CAGA-GFP viability, ATP luminescence, 18 h. Potency, µM (doses to about 46.1 µM), without a hit: top-dose activity change, negative = cytotoxicity, usual class: cytotoxic. AID 588856; also: some results filed as inactive show a strong effect at the top dose
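HepG2 CAGA-GFP cells (1000/well, DMEM with 1% FBS) received compound, then TGF-beta at 500 pg/mL final, and were incubated 18 hours at 37 degrees C. Viability was read by CellTiter-Glo luminescence. Media-only wells were set as complete cell-killing and DMSO as no toxicity.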
EPAC2 antagonist – antagonists of human EPAC2; 360,000 tested, 0.18% active; Potency, µM (series often up to 114 µM), for the others: at the top dose activity, negative = inhibition, actives largely listed as inhibitors; EPAC2 GEF exchange of Rap1B-BODIPY-GDP, fluorescence; Q8WZA2; AID 720708; also: % is scaled to controls: 0 for no effect and ±100 for the full control effect; nearly all actives have a fitted effect of over 45% in size; many of its hits are not listed in these tables
Target sequence (Q8WZA2 whole entry, looked up): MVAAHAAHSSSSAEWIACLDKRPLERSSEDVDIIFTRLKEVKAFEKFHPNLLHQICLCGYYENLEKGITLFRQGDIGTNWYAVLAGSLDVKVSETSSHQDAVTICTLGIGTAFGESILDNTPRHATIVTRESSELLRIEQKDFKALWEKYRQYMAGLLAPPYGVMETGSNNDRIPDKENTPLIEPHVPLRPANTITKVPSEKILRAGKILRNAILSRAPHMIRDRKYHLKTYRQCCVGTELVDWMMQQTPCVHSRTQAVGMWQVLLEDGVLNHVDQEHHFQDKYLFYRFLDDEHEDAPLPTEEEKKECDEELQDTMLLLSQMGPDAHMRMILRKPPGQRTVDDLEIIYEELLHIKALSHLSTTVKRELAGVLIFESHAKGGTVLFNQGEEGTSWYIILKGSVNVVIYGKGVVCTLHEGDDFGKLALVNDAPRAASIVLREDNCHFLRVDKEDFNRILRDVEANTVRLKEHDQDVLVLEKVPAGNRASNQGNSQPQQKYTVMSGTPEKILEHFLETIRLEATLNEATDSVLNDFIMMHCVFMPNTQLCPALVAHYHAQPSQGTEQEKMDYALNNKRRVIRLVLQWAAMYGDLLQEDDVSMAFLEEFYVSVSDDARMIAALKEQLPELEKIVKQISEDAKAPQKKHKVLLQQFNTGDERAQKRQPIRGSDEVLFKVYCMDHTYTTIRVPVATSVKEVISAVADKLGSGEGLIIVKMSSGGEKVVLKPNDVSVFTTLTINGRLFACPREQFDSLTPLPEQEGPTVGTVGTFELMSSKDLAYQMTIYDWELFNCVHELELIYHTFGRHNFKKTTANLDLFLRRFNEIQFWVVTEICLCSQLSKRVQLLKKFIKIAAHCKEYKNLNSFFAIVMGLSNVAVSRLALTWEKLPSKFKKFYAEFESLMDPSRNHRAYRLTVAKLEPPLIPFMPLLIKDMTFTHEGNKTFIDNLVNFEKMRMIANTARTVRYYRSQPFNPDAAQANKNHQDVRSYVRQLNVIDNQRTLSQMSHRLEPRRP
Numbers without * were called inactive; i = inactive; ? = inconclusive; . = no result given; [ ] = another dose, or the depositor's remark. Calls follow the shape of the dose curve; as a rule, active = well fitted curve in the direction sought with a large enough effect; inconclusive = small, poorly fitted or top-dose-only effect, or another doubt; inactive = no such curve, though single readings can be large; an effect the other way counts as inactive or inconclusive. Potency is read from the fitted curve at half-maximal effect. This is a subset, so the mix of outcomes need not match the whole.

Every second line gives: MCF10A rerep, ATXN2 expr inh, Nrf2 activator, A549 viability, Nrf2 inh, S2 tox, TGFb SMAD3 inh, HepG2 viability, EPAC2 antagonist
C#CCOc1ccccc1/C=N/NC(=O)c1ccccc1OCc1ccccc1
→ 6%, -27%, 1.4%, ?, ?, i, -1%, -18%, 0%
CC(C)C[C@H](NC(=O)OC(C)(C)C)c1n[nH]c(=S)n1N
→ -6%, 2%, -0.3%, -3%, 13%, i, -5%, 3%, 2%
CCOc1ccccc1NC(=O)CN(c1nccs1)S(=O)(=O)c1ccc(N)cc1
→ -1%, -20%, 0.1%, 0%, -6%, i, 2%, -3%, 5%
COc1cc(COC(=O)Oc2ccc(CNC(C)=O)cc2OC)c([N+](=O)[O-])cc1OC
→ 9%, 5%, 0.2%, 8%, 0%, i, -3%, 1%, 11%
O=C1C(=O)N(CCN2CCOCC2)C(c2cccc(Cl)c2)/C1=C(\O)c1ccc2c(c1)OCCO2 (configuration not stated)
→ 4%, 6%, 0.1%, -3%, -2%, i, -1%, 22%, 5%
CN(Cc1ccccc1)c1ccc(C(CC(N)=O)NC(=O)Cc2cccc3ccccc23)cc1[N+](=O)[O-] (configuration not stated)
→ ?, 3%, 0.2%, -10%, -17%, ?, ?, 3%, -3%
COc1cc(Cl)c(C)cc1NC(=O)c1cnn(-c2ccc(F)cc2F)c1C1CCN(C(=O)OC(C)(C)C)CC1
→ ., ., 0.8%, 3%, ?, ., ?, -35%, .
Cc1nn(-c2ccccc2)c2sc(C(=O)OCC(=O)N3CCCCC3)cc12
→ 0%, 16%, -0.4%, -2%, 8%, i, 1%, 0%, 1%
COc1ccc(Cl)cc1NC(=O)CN(C)C(=O)CCC(=O)c1cc(C)sc1C
→ 8%, -18%, 10%, 16µM*, 8.2µM*, i, 13%, -8%, -24%
COC(=O)Cc1c(C)[nH]n(-c2cc(Cl)cc(Cl)c2)c1=O
→ ?, ?, 6.6%, -1%, -21%, i, ?, -48%, 0%
COc1cc(CC(=O)Nc2nc(-c3ccccc3)c(C(C)=O)s2)cc(OC)c1OC
→ ?, -16%, 0.8%, -11%, 21µM*, i, ?, 15%, 1%
Cc1ccc(S(=O)(=O)CCN2CCN(c3ccccc3)CC2)cc1
→ ?, 9%, 2.8%, -15%, -8%, i, ?, 8%, 4%
CCc1c2c(nc3ccc4c(c13)OCCO4)-c1nc3ccccc3c(=O)n1C2
→ ., ., ., 3%, 0.26µM*, ., 2%, -31%, .
CCN(CC)CC(=O)Nc1nn(-c2ccccc2)nc1C(N)=O
→ 8%, -11%, 7.7%, 16%, 5%, i, -29%, 2%, 12%
Cc1ccccc1N=Nc1c(C)[nH]n(-c2ccccc2)c1=O
→ 1%, -7%[11.3 µM], 1.1%, 1%, ?, i, 12%, -3%, -12%
CCCC1(c2ccccc2)NC(=O)N(CC(=O)Nc2ccccc2C(F)(F)F)C1=O (configuration not stated)
→ -1%, 1%, 0.3%, -2%, -8%, i, -4%, -21%, -13%
CCc1cccc(NC(=O)CCc2c(C)nc3c(c2C)c(=O)n(C)c(=O)n3C)c1
→ ., -24%, 0.2%, 1%, -16%, i, -19%, -13%, .
CCCN(CC(=O)Nc1ccc(C(N)=O)cc1)CC(=O)Nc1cc(Cl)ccc1Cl
→ -3%, -2%, 1.9%, 1%, -3%, i, -2%, -10%, -2%
O=C(c1ccc2ccccc2c1)N1CCCC1
→ -5%, -14%, -0.9%, -7%, -12%, i, -5%, 11%, 1%
O=C(c1ccco1)N1CCN(C(c2ccccc2Cl)c2nnnn2Cc2cccs2)CC1 (configuration not stated)
→ 28%, -12%, 0.3%, -15%, -29%, ?, ?, -48%, -2%
O=C(Nc1cccc([N+](=O)[O-])c1)Nc1cnccn1
→ 2%, 0%, 14%, -5%, ?, i, -5%, 1%, 3%
S=C1NC(c2ccccc2)N2C(=S)NC(c3ccccc3)N12 (configuration not stated)
→ 0%, 36%[activator], 5.2%, 1%, ?, i, ?, 7%, -3%[57.1 µM]
FC(F)Sc1ccc(NC(=S)NC2CCCCC2)cc1
→ ?, ?, 0.4%, -9%, ?, ?, 11µM*, -49%, -2%
O=C(COC(=O)COc1ccccc1)Nc1ncc([N+](=O)[O-])s1
→ -3%, 11%, 2.1%, -1%, -1%, i, -5%, 3%, 13%
Cn1c(=O)c(=O)n(C)c2cc(N3CCCCC3)c(NS(=O)(=O)c3ccc([N+](=O)[O-])cc3)cc21
→ 7%, -16%, -0.7%, -4%, -17%, i, 6%, 1%, -14%
CC1=C(C(=O)Nc2ccccc2)C(c2cccs2)n2nc(SCc3ccccc3)nc2N1 (configuration not stated)
→ ., -7%, -1.3%, 1%, -12%[9.27 µM], i, -3%, -1%, .
N#CC(=C(c1ccccc1)c1ccccc1)c1ccccc1
→ 0%, -12%, 1.3%, 14%, 9%, i, -9%, -10%, -19%
CCOc1ccc(OCCC(=O)OCC(=O)Nc2ccc3c(c2)OCCO3)cc1
→ 28%, 5%, 0.3%, 0%, 2%, i, -6%, -1%, -4%
Cn1c(CNC(=O)c2ccco2)nnc1SCC(=O)c1ccccc1
→ 1%, 4%, 0.5%, -14%, -11%, i, 4%, 13%, 10%
CCCN1C(=O)/C(=C2/C=Cc3ccccc3N2CC)SC1=S
→ 2%, -16%[11.3 µM], 8.3%, 15µM*, -28%, ?, -9%, -25%, -9%

Some of the entries above, set out differently:
> CCOc1ccccc1NC(=O)CN(c1nccs1)S(=O)(=O)c1ccc(N)cc1
  MCF10A rerep: -1% | ATXN2 expr inh: -20% | Nrf2 activator: 0.1% | A549 viability: 0% | Nrf2 inh: -6% | S2 tox: i | TGFb SMAD3 inh: 2% | HepG2 viability: -3% | EPAC2 antagonist: 5%

> COc1cc(COC(=O)Oc2ccc(CNC(C)=O)cc2OC)c([N+](=O)[O-])cc1OC
  MCF10A rerep: 9% | ATXN2 expr inh: 5% | Nrf2 activator: 0.2% | A549 viability: 8% | Nrf2 inh: 0% | S2 tox: i | TGFb SMAD3 inh: -3% | HepG2 viability: 1% | EPAC2 antagonist: 11%

(list continues)
Every second line gives: MCF10A rerep, ATXN2 expr inh, Nrf2 activator, A549 viability, Nrf2 inh, S2 tox, TGFb SMAD3 inh, HepG2 viability, EPAC2 antagonist
COc1ccc(C(=O)NCC(c2cccnc2)N2CCN(c3ccccc3OC)CC2)cc1OC (configuration not stated)
→ 1%, -9%, 1.9%, 2%, ?, i, -6%, -4%, 12%
CCOc1ccc(NC(=O)c2ccc(-c3csc(C)n3)cc2)cc1
→ 5%, -12%, 2.3%, -1%, ?, i, 11%, -10%, 0%
COc1cccc(CNC(=O)c2cc3c(c(-c4cccc(-c5cccc(C#N)c5)c4)n2)[C@H](CCO)N(S(=O)C(C)(C)C)C3)c1 (some centres not stated)
→ ., -11%, 3.1%, ., ., ?, ?, 2%, 17%
Cc1ccc(S(=O)(=O)N(C)C[C@@H]2OCc3cn(nn3)CCCC(=O)N([C@@H](C)CO)C[C@H]2C)cc1
→ ., 8%, 0.2%, ., ., i, 14%, 2%, -5%
O=C(Nc1nnc(COc2ccc(F)cc2)s1)c1cccs1
→ 9%, -22%, 4.9%, -10%, ., i, 33%[activator], 13%, 2%
COc1cc(C(=O)/C=C/Nc2ccc(NC(C)=O)cc2)cc(OC)c1OC
→ 13µM*, 10%, 0.9%, -8%, -9%, i, -7%, -19%, 4%
Cc1ccc(CNS(=O)(=O)NCc2ccc(Cl)cc2)cc1
→ -7%, ., -1.0%, 5%, 8%, ?, 1%, 8%, 5%[57.1 µM]
CC(C)c1ccc(NC(=O)CCCc2nc(-c3ccc(Cl)cc3)no2)cc1
→ ., 14%, -1.2%, 2%, 6%, i, 12%, -21%, .
CCOC(=O)CCc1c(C)nc2c(c(C)nn2-c2ccccc2)c1C
→ 15%, -4%, 0.4%, 2%, 6%, i, 6%, -23%, -20%
Cc1ccc(-c2nnn(CCC(=O)N3CCCCC3C)n2)cc1 (configuration not stated)
→ -4%, 42%[activator], 0.8%, -8%, 3%, i, -6%, -24%, -5%
CCOC(=O)c1c(S(=O)(=O)Nc2ccc(C)cn2)c(C)n(C)c1C
→ -4%, 3%, 0.1%, 0%, 20%, i, 0%, 13%, 10%
O=c1c2sc3nc(N4CCOCC4)c4c(c3c2ncn1-c1ccccc1)CCCC4
→ 15%, -8%, -0.5%, 11%, 13µM*, i, -6%, -23%, 1%
COc1ccc(C(=O)NCc2nnc(SCC(=O)Nc3ccccc3OC)n2C)cc1
→ -1%, -11%[11.3 µM], 0.2%, 0%, 15%, i, 24%, 21%, 1%
Nc1nccnc1C(=O)OCC(=O)Nc1cccc(S(=O)(=O)N2CCCCC2)c1
→ 3%, 5%, 0.0%, -8%, 10%, i, 1%, -1%, -4%
O=C(O)c1cn(Cc2ccccc2)c2ccc(Cl)cc2c1=O
→ 6%, -6%, -0.1%, 0%, -11%, i, ?, 3%, -3%
CC(=O)N/N=C/c1cc(C(C)C)cc(/C=N/NC(C)=O)c1O
→ 18µM*, ?, -0.1%, -6%, ?, ., 16%, 0%, 27%
CCCC(=O)C1=C(O)C(C(=O)OC)C(C)(C)CC1=NC(C)C (configuration not stated)
→ ?, 1%, 0.1%, 1%, 6%, i, 9%, -2%, -7%
C=CCN(CC=C)C(=O)c1ccc(OC2CCN(Cc3ccccn3)CC2)cc1
→ ?, -3%, 3.8%, -9%, 4%, i, -14%, -19%, -9%
Nc1ccc(C(=O)OCC(=O)NC(=O)c2ccccc2)cc1[N+](=O)[O-]
→ -1%, 8%, -0.7%, -3%, 3%, ?, -27%, 2%, 14%
CCCCn1c(N)c(N(CC(C)C)C(=O)CSc2nnc(-c3ccc(Cl)cc3)o2)c(=O)[nH]c1=O
→ 2%, 1%, 0.3%, -1%, 11%, i, 0%, -3%, 29%
COc1ccc(Cl)cc1-c1cc(C(=O)NCc2cccc(C(F)(F)F)c2)[nH]n1
→ ., ?, 0.0%, ., ., ?, ?, -13%, -12%
O=S1(=O)c2ccccc2N(Cc2ccc(F)cc2)c2ccccc21
→ ., -30%, 0.8%, 14%, ?, i, ?, -36%, .
Cc1ccc(C(=O)Nc2nnc(C)s2)o1
→ -1%, 6%, 0.1%, 1%, 9%, i, 4%, 2%, -2%

High-throughput results: PubChem, National Center for Advancing Translational Sciences (NCATS)
